S1P4 antag = S1P4 receptor antagonists, primary screen, cell-based | AID 1510, 2009 | Sphingosine 1-phosphate receptor 4 (Homo sapiens), O95977 | S1P4-expressing cells, antagonist mode, reporter read-out | inhibition, % at 4.98 µM | 220,000 tested, 0.26% active; in the data active = inhibition above about 29%;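 also: 0% = wells stimulated with agonist and 100% = vehicle wells without agonist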
Target sequence (O95977 whole entry, looked up): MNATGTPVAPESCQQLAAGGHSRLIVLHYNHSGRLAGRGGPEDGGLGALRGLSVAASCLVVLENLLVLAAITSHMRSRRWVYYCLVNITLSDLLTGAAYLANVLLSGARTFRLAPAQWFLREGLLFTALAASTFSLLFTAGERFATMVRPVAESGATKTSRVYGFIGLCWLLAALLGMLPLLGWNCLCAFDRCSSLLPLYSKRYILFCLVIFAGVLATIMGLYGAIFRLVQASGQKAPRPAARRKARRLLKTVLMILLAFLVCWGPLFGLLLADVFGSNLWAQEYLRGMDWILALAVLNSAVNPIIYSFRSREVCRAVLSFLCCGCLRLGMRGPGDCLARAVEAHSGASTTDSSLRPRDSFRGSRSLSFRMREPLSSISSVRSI
NPY-Y2 PAM-ag = NPY-Y2 potentiators or agonists, primary screen, cell-based; activation, % at 3.6 µM; AID 1359, 2008; cells expressing NPY-Y2, potentiator/agonist read-out; Neuropeptide Y receptor type 2 (Homo sapiens), P49146; 220,000 tested, 0.45% active; in the data active = activation above about 27%;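 also: cells stimulated with NPY near EC25 plus isoproterenol at EC100; 0% = vehicle plus submaximal agonist and 100% = vehicle plus saturating agonist; some results beyond the cut were filed as inactive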
Target sequence (P49146 whole entry, looked up): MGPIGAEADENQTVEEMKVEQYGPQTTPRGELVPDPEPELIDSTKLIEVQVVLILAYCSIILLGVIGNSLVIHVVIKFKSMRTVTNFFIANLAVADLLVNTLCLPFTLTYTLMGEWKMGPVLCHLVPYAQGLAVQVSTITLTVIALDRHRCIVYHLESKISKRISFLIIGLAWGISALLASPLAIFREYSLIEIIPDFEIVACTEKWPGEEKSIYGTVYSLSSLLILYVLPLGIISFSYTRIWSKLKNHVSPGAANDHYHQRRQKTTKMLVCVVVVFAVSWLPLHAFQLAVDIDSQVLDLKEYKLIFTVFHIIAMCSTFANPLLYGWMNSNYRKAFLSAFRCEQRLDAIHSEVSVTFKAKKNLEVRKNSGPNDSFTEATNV
Wee1 stabilizer = Wee1 degradation inhibitors, primary screen, cell-based, HeLa, Wee1K328M-luciferase, luminescence | Wee1-like protein kinase (Homo sapiens), P30291 | HeLa Luc-Wee1K328M stability; 100% = proteasome inhibitor MG132 effect | reporter increase, % at 5 µM | 220,000 tested, 1.2% active | AID 1321, 2008;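 active = activation above the mean of all tested compounds plus 3 SD, set per screening run, cut at about 8.8% in these data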;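 also: cells exposed to compound for 20 h before luminescence read; 0% = DMSO alone and 100% = MG132 at 30 µM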
MDM2 E3 inh = MDM2-luciferase reporter signal enhancers, primary screen, MDM2 E3 ligase inhibitor project, cell-based, luminescence, 1536-well; cell-based MDM2 ubiquitination luciferase reporter, 2 h; 0 = plate control, 100 = twice control, blank-subtracted; signal enhancement, % at 5 µM; 210,000 tested, 0.11% active;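 active = signal enhancement of 30% or more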;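 also: luminescence tracks abundance of the self-degrading MDM2-luciferase fusion protein; higher signal means inhibition of MDM2 E3 ligase activity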
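Assay system: stable mammalian line carrying autodegrading MDM2–luciferase fusion reporter; Input: 2000 cells in each well; Compound dosing: single-point 5 µM; Schedule: 2 h compound exposure at 37 °C; Signal: SteadyLite luciferase luminescence after 15 min room-temperature reagent incubation; Evaluation: % luminescence enhancement versus blank-corrected plate control mean; Benchmarks: plate controls and plate blanks.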
S1P4 ag = S1P4 receptor agonists, primary screen, cell-based. S1P4-expressing cell line, agonist reporter assay. activation, % at 4.98 µM. 220,000 tested, 0.35% active. AID 1509, 2009; in the data active = activation above about 11%;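 also: 0% = DMSO vehicle and 100% = reference agonist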
Ba/F3 V617F tox = reduced viability of JAK2V617F-dependent Ba/F3 cells, primary screen, JAK2V617F inhibitor project, cell-based, Ba/F3 EpoR-JAK2V617F, luminescence. inhibition, % at 5.6 µM. 220,000 tested, 1.1% active. ATP luminescence. AID 1446, 2008;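 active = inhibition above the campaign mean plus 3 SD over all tested compounds, cut at about 24% in these data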;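 also: cytokine-independent growth of Ba/F3 cells driven by EpoR plus mutant JAK2; 0% = DMSO-treated cells and 100% = JAK inhibitor I control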
BaF3 parental = parental Ba/F3 cell viability inhibition, counter-screen for JAK2V617F inhibitor project, murine pro-B, CellTiter-Glo luminescence. inhibition, % at 5.6 µM. 220,000 tested, 1.1% active. AID 1486, 2009. CellTiter-Glo ATP luminescence;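 active = inhibition above a per-campaign cutoff, the mean inhibition of all tested compounds plus 3 SD, cut at about 27% in these data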;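 also: 0% = DMSO wells and 100% = JAK Inhibitor I control wells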
PERK inhibitor = block of dimerizer-induced PERK translation repression, primary screen, PERK inhibitor project, CHO PERK-DD cells, SEAP luminescence, HTS; Eukaryotic translation initiation factor 2-alpha kinase 3 (Homo sapiens), Q9NZJ5; CHO PERK-DD fusion, SEAP luminescence translation reporter; inhibition, % at 5.6 µM; 220,000 tested, 0.17% active;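 active = inhibition above the mean inhibition of all tested compounds plus 3 SD, set separately per screening campaign, cut at about 2.9% in these data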;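 also: PERK kinase domain activated by AP20187 dimerizer at 100 nM; 0% = DMSO with dimerizer and 100% = rapamycin at 8.4 µM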
eIF4E-4G inh = eIF4E–eIF4G protein interaction inhibitors, primary screen, biochemical, uHTS, TR-FRET, eIF4GI fragment; Eukaryotic translation initiation factor 4E (Mus musculus) + Eukaryotic translation …; TR-FRET eIF4E-eIF4GI(517-606) binding, 2 h; inhibition, % at 21.7 µM; 220,000 tested, 0.37% active;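 active = inhibition above about 30%, limit read from the data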;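 also: 0% = full FRET control wells and 100% = background wells lacking eIF4GI fragment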
* hit, by the source's call; / = no result given; [ ] = remark or other dose. The order is random; about 4.1% have a hit in one of these screens.

SMILES,Ba/F3 V617F tox,Wee1 stabilizer,PERK inhibitor,BaF3 parental,eIF4E-4G inh,NPY-Y2 PAM-ag,S1P4 ag,MDM2 E3 inh,S1P4 antag
O=C(CN1C(=O)CCC1=O)c1ccc(-c2ccccc2)cc1,-2,-1,0.6,3,19,6,2.4,4,-10
CCCCOP(=O)(OCCCC)C1(NS(=O)(=O)c2ccccc2)C=CC(=O)c2ccccc21 (centres undefined),1,-1,-0.2,11,7,-3,2.1,-4,-4
c1ccc(N2CCOCC2)c(Nc2nc3ccccc3n3cnnc23)c1,0,-1,0.1,3,4,-1,-2.8,-15,-12
Cc1cccc(Oc2nc3ccccn3c(=O)c2/C=C(\C#N)C(=O)NC2CCS(=O)(=O)C2)c1 (centres undefined),-4,10*,0.6,-1,1,8,7.4,0,-16
COc1ccc2cc3c(N)nn(C(=O)c4ccc(Cl)c([N+](=O)[O-])c4)c3nc2c1,-7,0,-0.4,-1,16[fluorescence artefact?],-1,0.6,/,-20
N#Cc1c(N2CCOCC2)nc(-c2ccco2)c2c1CCCC2,1,1,-0.8,3,0,13,0.9,-17,-8
COC(=O)c1c(C)nsc1NC(=O)Oc1ccccc1,4,5,0.8,5,-3,-3,-2.2,-9,-5
CC(C)C(NC(=O)c1ccc(Cl)cc1)C(=O)NC1=NCCS1 (centres undefined),0,-1,-1.1,6,3[fluorescence artefact?],4,-1.3,-10,3
CCc1ccc(/C=C/C(=O)C2C(=O)c3ccccc3C2=O)cc1,-3,-2,2.4,4,4[fluorescence artefact?],-10,0.1,-73,1
COc1ccc(C(CC(=O)c2ccc(O)cc2)S(=O)(=O)c2ccc(C)cc2)cc1 (centres undefined),4,3,1.1,6,1,-9,0.0,-7,-1
CC(C)c1ccc(C(=O)N2CCN(c3cnn(C)c(=O)c3Cl)CC2)cc1,-3,0,-0.7,-4,-2,3,2.6,-2,6
Cc1ccc2nc(NC(=O)c3ccc4ncsc4c3)sc2c1,0,1,-0.3,2,-14,-14,2.4,-23,-3
Cc1sc2ncn(CCC(=O)O)c(=O)c2c1C,-1,-3,-0.4,3,-5[fluorescence artefact?],-7,-1.7,-11,-13
CCOc1ccc(C2C(C#N)=C(N)Oc3nc[nH]c(=O)c32)cc1 (centres undefined),-4,1,0.3,0,1,3,0.8,-16,3
CC(C)=CCN1CCN(Cc2cccc3nccnc23)CC1CCO (centres undefined),0,0,0.6,4,1,-5,-0.1,-20,-3
COC(=O)c1c(NC(=O)/C=C/c2ccco2)sc2c1CCC2,1,2,-0.2,9,0,0,0.8,-25,-16
CCc1ccccc1NC(=O)NC1CCCCC1,0,0,0.0,4,6,-1,0.5,-8,-25
O=S(=O)(NCc1c(Cl)cccc1Oc1ccccc1)c1ccc(F)cc1,-5,2,2.3,7,5,5,2.1,-22,-12
Cc1ccc(NNC(=O)Nc2ccc(Cl)cc2)nn1,1,2,0.1,2,1,3,0.4,-14,-8
Cc1ccc(-c2cc(C(=O)N/N=C/c3ccco3)n[nH]2)s1,3,3,1.1,11,5,-5,-2.4,-14,2
O=C(CNC(=O)Cc1ccc(Cl)cc1)NCc1ccco1,-2,-6,0.4,5,0,19,-1.8,-5,6
CC1(C)CC(NC(=O)Cc2ccccc2[N+](=O)[O-])CC(C)(C)N1,3,1,0.0,8,1,6,0.8,-15,-2
CC(=O)O[C@]1(C(C)=O)CC[C@H]2[C@@H]3C[C@H](C)C4=CC(=O)CC[C@]4(C)[C@H]3CC[C@@]21C,2,7,-0.7,-3,4,13,-1.7,/,-14
CCn1c(CCn2ccnc2C)n[nH]c1=S,-6,-1,1.0,2,3,-4,-0.7,-14,7
COc1cccc(CN2CCN(Cc3cccc4c3OCO4)CC2CCO)c1 (centres undefined),2,-2,1.4,2,-3,15,0.9,-7,-9
O=[N+]([O-])c1cc(C(F)(F)F)ccc1N1CCN(CCO)CC1,3,2,-1.0,2,-2,-5,1.5,-12,-24
CCOc1ccc(CN(Cc2ccco2)S(=O)(=O)c2ccc(-n3cnnn3)c(OC)c2)cc1,-3,2,-1.2,3,0,-13,-1.6,-3,2
CCOC(=O)C1CCN(C(=O)Nc2ccc(Cl)cc2Cl)CC1,-2,2,-0.4,2,2[fluorescence artefact?],-12,-0.5,-10,-2
Cc1nc(-c2ccccc2)c(Cc2ccccc2O)c(=O)[nH]1,-3,-3,0.8,-3,-7,3,-1.9,/,6
O=C(c1ccc(NC(=S)NCc2ccco2)cc1)N1CCCCC1,-1,7,1.7,0,-1,7,0.5,-15,9
Cc1ccnc(NC2(C(F)(F)F)N=C3SCCN3C2=O)c1 (centres undefined),-2,-2,2.2,4,1,2,3.0,-6,-8
CC/C(Cc1ccccc1)=N/NC(=O)CCn1nnc2ccccc21,0,8,0.0,2,-2,-4,1.1,-5,2
CC(=O)Nc1ccc(N2CCN(Cc3ccccc3F)CC2)cc1,-1,1,1.9,7,1,3,-1.9,-4,-6
Cc1c([C@@H]2C[C@H]3CN(Cc4cccc(Cl)c4)C(=O)[C@]34CCCN24)cnn1C,5,0,0.1,14,4,-12,-3.3,/,9
Cc1nc2c(o1)CCc1ccccc1C2O (centres undefined),4,3,-0.4,6,-11[fluorescence artefact?],-5,-0.9,-16,-6
O=C(O)CSc1ccccn1,-5,0,1.4,1,33*,14,0.5,-8,-19
COc1ccc(N2CC(C)Cn3c2nc2c3c(=O)[nH]c(=O)n2C)cc1 (centres undefined),4,-4,-0.1,11,-1,-5,0.4,-11,-18
COc1ccc(-c2ccc(CCC(=O)O)n2Cc2ccco2)cc1,0,-1,0.1,11,-5,-4,1.0,1,10
CC(C)(C)OC(=O)N1CCC[C@H]1c1nnc(SCc2cccc(Cl)c2)o1,-2,-2,-1.0,3,-1,7,-0.1,-8,-19
O=C(NN1C(=O)c2ccccc2NC1c1ccc([N+](=O)[O-])o1)c1ccc(Br)cc1 (centres undefined),2,2,0.5,-1,1,-2,0.1,-8,-7
CN(C)C(=O)CSc1n[nH]c(=O)[nH]c1=O,0,0,-0.8,6,0,6,0.1,-3,-6
Cc1nc2ccc(C(=O)N/N=C/c3cc([N+](=O)[O-])ccc3O)cc2[nH]1,-1,3,1.3,0,4,21,-1.2,5,5
Cc1cc(C2C(C#N)=C(N)OC3=C2C(=O)CCC3)c(C)s1 (centres undefined),0,3,0.3,3,8,9,1.7,-1,-7
O=C(/C=C/c1ccc(OCCCF)cc1)NCc1ccc(Cl)c(Cl)c1,-2,1,1.6,6,0,6,1.3,-12,-13
CCOC(=O)C(C)Oc1cccc2c(=O)n(CC(=O)Nc3ccc(OCC)cc3)ccc12 (centres undefined),-4,-1,0.5,-2,-3,8,-2.1,-18,-5
Clc1ccccc1Nc1ncnc2c1nnn2Cc1ccccc1,0,1,1.2,5,6,-1,1.4,-8,-5
CCCNC(=S)N1CCC(NC(=O)Nc2ccc(C)cc2)CC1,-1,-3,1.6,5,1,4,1.7,2,-12
Cc1cccc(Nc2nc(NC(C)C)nc(Oc3ccc(=O)n(C)n3)n2)c1,-1,1,-0.3,4,-2,18,0.3,-11,8
CCN(CC)c1ccc(NC(=O)c2ccc(NC(=O)C3CCCO3)cc2)c(C)c1 (centres undefined),-3,7,0.2,7,-4,16,0.2,-3,-20
O=C(NCc1ccccc1)c1ccc2nc(N3CCOCC3)sc2c1,-1,4,0.6,0,-6,-3,0.1,-9,-14
CN1CCN(C(=S)NC(=O)c2ccc(Br)cc2)CC1,-2,5,0.6,-1,-7,-1,2.2,-4,-1
O=C1CC(N2CCC(c3nc4ccccc4o3)CC2)C(=O)N1 (centres undefined),0,-3,0.7,3,-3,4,3.0,2,-2
CCOC(=O)C1CCN(C(=O)/C=C/c2cccs2)CC1,-1,8,0.7,4,0,8,0.6,-11,15
COc1ccc(CCNC(=O)CCS(=O)(=O)c2cccc3nsnc23)cc1OC,-1,3,-0.3,5,-5[fluorescence artefact?],11,0.2,-7,-14
Cc1nnc(NC(=O)c2cccc(S(=O)(=O)N3CC(c4ccccc4)CC3=O)c2)s1 (centres undefined),0,0,-0.6,8,2,-4,-2.1,-6,-3
Cc1ccc(NC(=O)c2ccc(=O)[nH]c2)cc1S(=O)(=O)N1CCCCC1,0,3,0.2,-5,-5,-14,1.0,/,-13
CSC1=NC(=O)/C(=C\c2cccc3ccccc23)S1,-2,0,0.9,3,4,-12,0.0,-5,-15
CCC1CC(C)(C(=O)Nc2ccc(S(N)(=O)=O)cc2)OC1=O (centres undefined),-3,0,2.9*,-1,2,17,1.6,-17,-5

Assay outcomes: PubChem BioAssay, several laboratories
